# Screens (PubChem BioAssay)
# HGIII-sPLA2 inh: Blocks human group III sPLA2 activity. Q9NZ20. QFRET BODIPY PC-A2 liposome hydrolysis, fluorescence. inhibition, % at 12.2 µM. 370,000 tested, 0.56% active. AID 743126;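 active = inhibition above mean plus 3 SD of compounds lying within the high and low control bounds, cut at about 19% in these data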;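 also: 0% = median of test compound wells and 100% = no enzyme DMSO wells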
# Target sequence (Q9NZ20 whole entry, looked up): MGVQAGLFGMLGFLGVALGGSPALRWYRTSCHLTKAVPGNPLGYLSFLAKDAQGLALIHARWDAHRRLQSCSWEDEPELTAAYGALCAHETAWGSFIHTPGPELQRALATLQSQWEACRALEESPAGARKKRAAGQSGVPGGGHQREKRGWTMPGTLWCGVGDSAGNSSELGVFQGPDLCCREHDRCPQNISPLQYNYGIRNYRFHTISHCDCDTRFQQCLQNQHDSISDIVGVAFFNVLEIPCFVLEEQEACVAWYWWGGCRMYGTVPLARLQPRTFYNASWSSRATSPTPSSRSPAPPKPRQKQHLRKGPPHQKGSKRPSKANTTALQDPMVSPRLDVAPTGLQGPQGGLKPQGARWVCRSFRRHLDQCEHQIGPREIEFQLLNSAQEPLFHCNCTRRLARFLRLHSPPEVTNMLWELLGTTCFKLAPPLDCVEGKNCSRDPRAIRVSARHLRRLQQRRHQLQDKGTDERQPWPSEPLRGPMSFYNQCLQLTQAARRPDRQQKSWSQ
# NPR1 activator: GC-A (human) enzyme activation; P16066; HEK293 GC-A cells, cGMP TR-FRET, EC30 ANP; 0% at EC30 ANP, 100% saturating ANP; activation, % at 10 µM; 370,000 tested, 0.14% active; in the data active = activation above about 40%
# proKLK7 act: activators of human kallikrein-7 zymogen | P49862 | purified proKLK7, EDANS-DABCYL substrate fluorescence; 100% is mature enzyme control, 0% vehicle | activation, % at 7 µM | 370,000 tested, 0.9% active | AID 652039;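 active = activation above the mean of all tested compounds plus 3 SD, computed per campaign excluding outliers beyond control limits, cut at about 13% in these data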
# Target sequence (P49862 whole entry, looked up): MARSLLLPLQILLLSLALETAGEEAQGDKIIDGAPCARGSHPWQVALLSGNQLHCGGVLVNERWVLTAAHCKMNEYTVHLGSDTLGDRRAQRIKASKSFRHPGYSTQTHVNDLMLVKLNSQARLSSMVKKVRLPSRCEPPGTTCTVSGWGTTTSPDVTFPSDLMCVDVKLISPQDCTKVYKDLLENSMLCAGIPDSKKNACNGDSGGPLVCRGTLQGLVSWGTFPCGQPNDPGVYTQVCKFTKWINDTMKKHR
# FXN GAA850 act: increases GAA850 frataxin promoter reporter activity | HEK293 lucGAA850 FXN promoter luciferase reporter, 24 h; percent of 10 µM SAHA response | activation, % at 6 µM | 360,000 tested, 0.56% active | AID 540364;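 active = activation above the average of all compounds screened plus 3 SD, cutoff fixed separately per campaign, cut at about 7.5% in these data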;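 also: 0% = DMSO wells and 100% = 10 µM SAHA wells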
# ARFGAP1 inhibitor: inhibitors of rat ARFGAP1; Q62848; Arfgap1-stimulated ARF1 GTP hydrolysis, GDP FP detection; inhibition, % at 16.5 µM; 360,000 tested, 0.26% active; AID 651572;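 active = inhibition above a per-plate limit, mean inhibition of low control wells plus 3 SD, cut at about 25% in these data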;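 also: 0% = DMSO wells with enzyme and 100% = wells lacking Arfgap1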
# Target sequence (Q62848 1-136 limits assumed): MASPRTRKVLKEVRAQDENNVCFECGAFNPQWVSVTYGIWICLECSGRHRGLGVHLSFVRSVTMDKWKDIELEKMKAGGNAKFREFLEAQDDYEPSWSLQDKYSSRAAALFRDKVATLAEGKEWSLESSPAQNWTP
#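 System: truncated rat Arfgap1 GAP domain / Medium: HEPES-based buffer, pH 7.5 / Also added: N-terminally truncated human ARF1-GTP substrate / Incubation: enzyme reaction 120 min at 25 °C after 20 min preincubation / Measured by: FP of antibody-bound GDP Alexa 633 tracer, ex 620/em 688 nm / Replicates: singlicate, each compound tested once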
# rCAG binder: binds r(CAG) RNA repeats; r(CAG) RNA repeat, TO-PRO-1 dye displacement fluorescence; inhibition, % at 3 µM; 370,000 tested, 1.3% active; AID 651821;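 active = inhibition above the plate cutoff, the mean of all test compounds on that plate plus 3 SD, cut at about 35% in these data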;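 also: 0% = DMSO alone and 100% = 100 µM mitoxantrone as full dye displacement; higher means more dye released from RNA so lower well fluorescence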
# ADAM10 inh: inhibits human ADAM10; 370,000 tested, 0.62% active; recombinant ADAM10, EDANS/DABCYL FRET peptide cleavage, 3 h; inhibition, % at 7 µM;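 active = inhibition above a per-campaign cutoff equal to the mean of compounds falling between control-based bounds plus 3 SD, cut at about 20% in these data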;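 also: 0% = DMSO wells while the 100% control is not disclosed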
# NPR2 activator: GC-B (human) receptor activation. P20594. HEK293-GC-B cells, CNP EC30, cGMP TR-FRET; 0% at EC30 CNP, 100% saturating CNP. activation, % at 10 µM. 370,000 tested, 0.11% active;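 active = activation at 10 µM reaching about 35% in either raw or pattern-adjusted values, limit read from the data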
# Tn6 DDE FP: inhibitors of Tn6 peptide binding to human fibrin DD(E) | 370,000 tested, 0.21% active | Fibrin DD(E) TRITC-Tn6 fluorescence polarization displacement | P02675 | inhibition, % at 8.3 µM;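 active = inhibition above a per-campaign cutoff: mean of compounds within control limits plus 3 SD, cut at about 15% in these data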;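 also: 0% = median of all compound wells on the plate and 100% = blocking peptide control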
# ASAP1 GAP inh: blocks human ASAP1-stimulated Arf1 GTP hydrolysis; 360,000 tested, 0.19% active; GDP FP detection; inhibition, % at 16.5 µM; in the data active = inhibition above about 25%;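 also: 0% = vehicle with enzyme and substrate and 100% = no enzyme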
# Starred values were filed as active, the others as inactive; i = inactive; . = no result given.
Molecule	HGIII-sPLA2 inh	NPR1 activator	proKLK7 act	FXN GAA850 act	ARFGAP1 inhibitor	rCAG binder	ADAM10 inh	NPR2 activator	Tn6 DDE FP	ASAP1 GAP inh
Cc1cccc(NC(=O)C2CCCN2C(=O)OCc2ccccc2)c1 (stereo not given)	-3	-3	0.4	-0.7	8	1	-2	1	0	2
COc1ccccc1N(C(=O)c1snc(C(N)=O)c1N)C(C(=O)NCCC(C)C)c1ccco1 (stereo not given)	-7	-15	-6.4	1.1	8	-7	i	-5	-3	-1
COc1cc(/C=C2\SC(=N)N(c3ccc4c(c3)OCO4)C2=O)cc(OC)c1O	-10	10	-0.4	3.9	2	14	-5	2	-3	-5
CC(=O)Nc1nc(-c2ccc3c(c2)CCO3)cs1	1	4	-1.0	1.6	-6	1	1	-4	-1	1
CN(C)CCOC1c2ccccc2C=Cc2ccccc21	-6	-42	0.2	.	-7	0	-5	-21	-4	-1
COCC(=O)NCCc1nc(-c2ccccc2)cs1	-4	1	0.2	-0.6	1	0	2	0	0	5
CCOC(=O)c1ccc(N2CCOCC2)c(NC(=O)COCC(=O)O)c1	0	-1	-0.5	2.0	-1	2	8	0	-4	-7
CCOc1ccc(/C=N/NC(=O)c2c(-c3ccccc3)noc2C)cc1	4	-7	-0.8	-1.1	4	1	-3	0	-9	0
CCN(CC1COc2ccccc2O1)C(=S)NC1CC2CCC1C2 (stereo not given)	0	-2	0.4	1.3	1	-3	13	2	-4	3
COC(=O)c1[nH]c2c(c1C)C(=O)CC(c1ccc(OC)cc1)C2 (stereo not given)	-4	0	0.0	2.4	4	0	-1	-4	3	10
CCCCCC(C(=O)O)C(C)CC(=O)NC1CCCCC1 (stereo not given)	-5	-1	0.7	-0.5	-8	-4	-4	0	-1	-4
CCOC(=O)c1c(N2C(=O)Nc3ccccc3N2O)sc2c1CCCCC2	-1	-2	0.5	1.4	-15	27	-2	0	1	7
CCOC(=O)c1csc(-c2ccc(OC)c(OC)c2)n1	10	0	0.5	6.7	-9	-7	-1	2	3	7
Cc1c(-c2ccc(OCc3ccccc3)cc2)nc2ccccc2c1C(=O)O	1	7	-0.2	3.8	-6	6	-22	5	4	-10
Cc1ccc(N2C(=O)CSCC2=O)cc1	-3	1	0.6	-0.4	11	-1	-4	-1	-8	0
CN(C1CC(C)(C)NC(C)(C)C1)S(=O)(=O)CC12CCC(CC1=O)C2(C)C (stereo not given)	10	6	0.4	4.3	-1	-2	2	5	3	-10
CCOc1ccc(NC(=O)N2CCC(NC(=O)C(Cc3ccc(OC)c(OC)c3)NC(C)=O)CC2)cc1 (stereo not given)	3	2	1.4	0.3	-5	-10	-3	0	2	3
COc1cccc(NC(=S)N(CCCN2CCCC2)Cc2ccco2)c1	7	-11	0.0	-0.7	-13	-3	-4	1	-1	4
CCOC(=O)N1CCN(C(=O)CSc2ccc(-c3ccncc3)nn2)CC1	-5	4	0.8	-0.2	-10	-3	6	-5	3	11
COC(=O)c1ccc(Sc2nnnn2-c2ccccc2)c([N+](=O)[O-])c1	-3	8	0.8	-9.3	8	-1	9	-3	-5	-1
CCOc1ccccc1N1CCN(C(=S)NCc2ccco2)CC1	9	3	1.1	2.8	7	0	0	5	12	-2
CCOC(=O)c1cn(CC(=O)Nc2cccc(Cl)c2C)nn1	-4	2	0.4	-2.0	-5	-1	-8	4	1	1
Cc1cc(C(=O)Cn2cc(C(F)(F)F)ccc2=O)c(C)n1-c1ccccc1	-8	-1	0.2	0.6	-8	-8	-3	0	-2	0
Cc1sc2nc(COC(=O)CNC(=O)c3cc(F)ccc3F)[nH]c(=O)c2c1C	1	0	-0.7	.	.	1	-1	-8	-2	.
CC(C)(C)OC(=O)N1CCC(c2c(C(=O)O)cnn2-c2ccccc2Cl)CC1	0	-5	-0.3	2.1	-8	8	1	0	0	-2

# Remaining list, next part:
Molecule	HGIII-sPLA2 inh	NPR1 activator	proKLK7 act	FXN GAA850 act	ARFGAP1 inhibitor	rCAG binder	ADAM10 inh	NPR2 activator	Tn6 DDE FP	ASAP1 GAP inh
CC(C#N)(NC(=O)CN1CCN(S(=O)(=O)c2ccccc2Cl)CC1)C1CC1 (stereo not given)	-7	-1	-0.4	1.0	-3	0	-7	2	-2	-4
Cc1cc2ncn(-c3ncnc4sc5c(c34)CCCC5)c2cc1C	0	-3	-0.1	.	6	-1	9	4	2	18
COc1cccc(C(=O)O[C@H]2[C@H](Cc3ccccc3)NS(=O)(=O)[C@H]3C[C@@H]4C=C[C@]23O4)c1	-2	-2	-0.3	0.1	4	10	9	10	-8	-11
O=S(=O)(Cc1cccc(F)c1)c1c[nH]c2ccccc12	1	-1	-0.3	-2.5	10	4	6	0	0	4
CC1(C)CC(=O)C=C(Nc2ccccc2NC(=O)c2cc(F)ccc2F)C1	2	0	0.1	.	.	-2	-9	-4	-4	.
COc1ccc(-n2c(SCC(N)=O)nnc2-c2ccco2)cc1	-2	0	-0.2	0.6	-1	-3	0	-2	-1	-8
CCC[C@@H](CN[C@@H](CNC)C(C)C)NCCCCc1ccccc1	19	-1	0.7	-4.8	14	-3	-2	-5	-2	5
Cc1c(Cl)c(=O)oc2cc(OCC(=O)N3CCCC(C)C3)ccc12 (stereo not given)	-3	-2	45*	0.5	10	3	i	4	1	3
COc1ccc(C(=O)NNC(=O)CSc2nnnn2-c2cc(OC)cc(OC)c2)cc1	-5	-4	0.5	2.6	7	0	-1	-1	6	4
O=C(C1=NN[C@@H]2C(=O)N(Cc3ccccc3)C(=O)[C@H]12)c1ccc(F)cc1	-17	4	0.7	1.2	8	-5	0	1	7	-2
CCN(CC(=O)NC(C)(C)C)C(=O)C(c1ccccc1)c1ccccc1	1	1	0.3	0.2	0	-3	7	1	6	13
NC(=O)CN(Cc1ccccc1)S(=O)(=O)c1ccc2c(c1)OCCO2	7	2	-0.5	1.1	-4	-1	-1	0	0	0
Cc1cc(C(=O)O/N=C(\N)c2ccncc2)ccc1[N+](=O)[O-]	0	6	-0.6	2.4	8	-1	1	-1	1	1
CCNS(=O)(=O)c1ccc(NC(=O)Nc2ccc3c(c2)OCO3)cc1	-27	4	0.0	1.0	0	6	11	2	-10	-11
Cc1ccccc1CS(=O)(=O)c1cn(CC(=O)N2CCOCC2)c2ccccc12	-4	-1	0.2	0.5	-2	-2	-1	2	-2	-9
CCC(C)c1ccc(NC(=S)NCCn2cc(Br)cn2)cc1 (stereo not given)	0	-4	0.2	1.1	4	-6	3	1	1	10
O=C(O)c1cc(N/N=C/c2ccc3c(c2)OCCO3)ccc1Cl	-6	2	-0.4	5.8	-4	12	-5	1	-2	-14
Cc1ccccc1OCCOC(=O)c1c(-c2ccccc2)noc1C	3	-3	0.3	-2.6	-6	1	4	-5	-6	-4
O=C(Nc1cccc(F)c1)NC1CCCCCCC1	-8	-1	0.1	4.7	2	1	5	0	-4	-1
CCCCN(C(=O)Cc1coc2cc(C)c(C)cc12)c1c(N)n(Cc2ccccc2)c(=O)[nH]c1=O	5	0	-0.1	-3.3	-20	8	-6	11	-8	-5
COc1ccc(NC2=C(Cl)C(=O)N(CCc3ccccc3)C2=O)c(OC)c1	8	3	0.2	4.1	-7	1	6	-1	-1	4
O=C(OCCN1C(=O)c2ccccc2C1=O)c1cccs1	4	-3	1.0	1.1	8	-4	-4	-5	-11	-1
CNC(=O)c1ccc(NC(=O)CCc2c(C)noc2C)cc1	5	2	0.5	0.1	0	0	-13	0	-4	-8
COc1cccc(NC(=O)Cn2c3ccccc3c3nc4n(c(=O)c32)CCS4)c1	-1	-10	0.0	-1.2	10	22	-13	-5	-2	9
Clc1ccc(-n2nnnc2-c2cnc(-c3ccccn3)nc2-c2cccs2)cc1	5	.	-0.1	-1.4	-8	1	-25	.	-10	-1

# Sorted by value in ADAM10 inh (high to low): some entries from above
compound	ADAM10 inh
CCNS(=O)(=O)c1ccc(NC(=O)Nc2ccc3c(c2)OCO3)cc1	11
COc1cccc(NC(=S)N(CCCN2CCCC2)Cc2ccco2)c1	-4
CNC(=O)c1ccc(NC(=O)CCc2c(C)noc2C)cc1	-13
Cc1c(-c2ccc(OCc3ccccc3)cc2)nc2ccccc2c1C(=O)O	-22

# Continuation:
Molecule	HGIII-sPLA2 inh	NPR1 activator	proKLK7 act	FXN GAA850 act	ARFGAP1 inhibitor	rCAG binder	ADAM10 inh	NPR2 activator	Tn6 DDE FP	ASAP1 GAP inh
CCCCn1c(N)c(N(CC(C)C)C(=O)CN2C(=O)c3ccccc3C2=O)c(=O)[nH]c1=O	11	6	0.3	0.4	-2	-1	-1	1	4	-10
CC1=C(C)CC(C(=O)Nc2nc(C)cs2)C(C(=O)O)C1 (stereo not given)	5	-4	1.1	-0.6	-11	3	-6	-1	0	5
Cc1cccc(NC(=O)CNC(=O)CSc2nc(N)cc(N)n2)c1C	13	1	-0.7	1.9	-13	2	-7	5	1	-3
COc1ccc(C(=O)N[C@H](C(=O)NCc2ccccc2)C(C)C)cc1	-2	-1	-0.5	-0.5	3	-1	-4	2	10	2
COc1cccc(C2CNC3(CCCC(C)C3)c3[nH]c4ccccc4c32)c1OC (stereo not given)	-2	-54	0.1	-12	-3	1	12	-16	-3	-6
O=C(Cn1nnc(-c2ccncc2)n1)N1CCc2ccccc21	6	0	-0.1	3.0	-4	-1	-5	4	4	10
CCOC(=O)c1cc(NC(=O)c2cccnc2)cc(C(=O)OCC)c1	-8	4	0.6	-3.4	7	-1	-1	8	-4	19
Cc1ccc(CCC(=O)Nc2ccc(Cl)cc2Cl)o1	-40	-3	0.8	0.4	-2	4	11	-5	-3	9

# A portion from further up, as a working copy:
Molecule	HGIII-sPLA2 inh	NPR1 activator	proKLK7 act	FXN GAA850 act	ARFGAP1 inhibitor	rCAG binder	ADAM10 inh	NPR2 activator	Tn6 DDE FP	ASAP1 GAP inh
COc1ccc(C(=O)N[C@H](C(=O)NCc2ccccc2)C(C)C)cc1	-2	-1	-0.5	-0.5	3	-1	-4	2	10	2
COc1cccc(C2CNC3(CCCC(C)C3)c3[nH]c4ccccc4c32)c1OC (stereo not given)	-2	-54	0.1	-12	-3	1	12	-16	-3	-6
O=C(Cn1nnc(-c2ccncc2)n1)N1CCc2ccccc21	6	0	-0.1	3.0	-4	-1	-5	4	4	10
CCOC(=O)c1cc(NC(=O)c2cccnc2)cc(C(=O)OCC)c1	-8	4	0.6	-3.4	7	-1	-1	8	-4	19
Cc1ccc(CCC(=O)Nc2ccc(Cl)cc2Cl)o1	-40	-3	0.8	0.4	-2	4	11	-5	-3	9
